TRPML3 ag = human TRPML3 channel agonists, primary screen, cell-based, HEK293 TRPML3-YFP, Fluo-8 calcium fluorescence, 3 µM | activation, % at 3 µM | actives 0.29% (n = 220,000) | 100% = the carbachol control signal;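 active means activation above its plate's cutoff, the mean activation of the plate's test wells plus 3 SD, cut at about 12% in these data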;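 further: 0% = DMSO only wells and 100% = carbachol wells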
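Material: HEK293 cells stably carrying human TRPML3-YFP; compound dosing: single dose, 3 µM final nominal compound, 0.3% DMSO final; incubation: 1-h 37 °C dye load, 5-s basal, 120-s post-compound reads; technique: Fluo-8 intracellular calcium fluorescence, excitation 470-495 nm, emission 515-575 nm; read-out basis: percent activation from peak-to-basal fluorescence ratio, scaled between DMSO and carbachol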
PERK inhibitor = block of dimerizer-induced PERK translation repression, primary screen, PERK inhibitor project, CHO PERK-DD cells, SEAP luminescence, HTS. CHO PERK-DD fusion, SEAP luminescence translation reporter. inhibition, % at 5.6 µM. actives 0.17% (n = 220,000);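 active means inhibition above the mean inhibition of all tested compounds plus 3 SD, set separately per screening campaign, cut at about 2.9% in these data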;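 further: PERK kinase domain activated by AP20187 dimerizer at 100 nM; 0% = DMSO with dimerizer and 100% = rapamycin at 8.4 µM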
zfTRPN1 agonist = zebrafish TRPN1 channel agonists, primary screen, cell-based, HEK293, calcium fluorescence | actives 0.18% (n = 220,000) | AID 1424, 2008 | activation, % at 3 µM | HEK293 zebrafish TRPN1-YFP, Fluo-8 calcium fluorescence; 100% = response to 87 µM carbachol | transient receptor potential cation channel N1 (TRPN1/NompC), Danio rerio;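 active means activation above its plate's cutoff, the mean activation of test wells on that plate plus 3 SD, cut at about 19% in these data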;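 further: 0% = DMSO alone and 100% = 87 µM carbachol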
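Material – zebrafish TRPN1-YFP in HEK293 cells · Doses – 3 µM single point · Schedule – dye 1 h 37 °C plus 30 min RT · Signal – Fluo-8 calcium fluorescence, excitation 470-495 nm, emission 515-575 nm · Read-out – % activation versus carbachol response · Control set – carbachol high, DMSO low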
EP2 modulator = EP2 receptor modulators, cAMP readout, primary screen, cell-based, HTRF cAMP, PGE2 stimulation; AID 940, 2007; induction, % at 25 µM; EP2-expressing cells, cAMP HTRF FRET, PGE2 co-stimulation; actives 0.83% (n = 260,000);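 active means compounds whose cAMP rise, as percent of the full-agonist control response, exceeds 60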;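 further: rat C6 glioma line stably carrying human EP2 under a CMV promoter; the protocol text gives 20 µM as final concentration; 100% = response of wells given 1 µM PGE2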
Target sequence (P43116 whole entry, looked up): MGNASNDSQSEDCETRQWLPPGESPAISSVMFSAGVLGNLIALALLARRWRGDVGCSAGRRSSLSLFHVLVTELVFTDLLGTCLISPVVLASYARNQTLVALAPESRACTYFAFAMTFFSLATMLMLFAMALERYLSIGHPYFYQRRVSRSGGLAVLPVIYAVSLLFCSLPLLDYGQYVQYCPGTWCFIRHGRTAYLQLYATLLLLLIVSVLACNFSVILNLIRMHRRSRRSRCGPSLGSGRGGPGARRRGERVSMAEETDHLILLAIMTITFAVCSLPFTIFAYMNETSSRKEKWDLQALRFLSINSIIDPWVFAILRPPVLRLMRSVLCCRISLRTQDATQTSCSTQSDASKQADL
Calpain2 inh = inhibitors of pig calpain II, primary screen, biochemical, fluorogenic peptide substrate, 1536-well | purified calpain II, 30 min | inhibition, % at 16 µM | actives 0.37% (n = 220,000);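 active means inhibition above about 50%, limit read from the data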
Ba/F3 V617F tox = reduced viability of JAK2V617F-dependent Ba/F3 cells, primary screen, JAK2V617F inhibitor project, cell-based, Ba/F3 EpoR-JAK2V617F, luminescence | ATP luminescence | inhibition, % at 5.6 µM | actives 1.1% (n = 220,000) | AID 1446, 2008;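 active means inhibition above the campaign mean plus 3 SD over all tested compounds, cut at about 24% in these data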;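 further: cytokine-independent growth of Ba/F3 cells driven by EpoR plus mutant JAK2; 0% = DMSO-treated cells and 100% = JAK inhibitor I control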
S1P4 antagonist = S1P4 receptor antagonists, primary screen, cell-based. S1P4-expressing cells, antagonist mode, reporter read-out. AID 1510, 2009. actives 0.26% (n = 220,000). inhibition, % at 4.98 µM; in the data active means inhibition above about 29%;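 further: 0% = wells stimulated with agonist and 100% = vehicle wells without agonist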
Target sequence (O95977 whole entry, looked up): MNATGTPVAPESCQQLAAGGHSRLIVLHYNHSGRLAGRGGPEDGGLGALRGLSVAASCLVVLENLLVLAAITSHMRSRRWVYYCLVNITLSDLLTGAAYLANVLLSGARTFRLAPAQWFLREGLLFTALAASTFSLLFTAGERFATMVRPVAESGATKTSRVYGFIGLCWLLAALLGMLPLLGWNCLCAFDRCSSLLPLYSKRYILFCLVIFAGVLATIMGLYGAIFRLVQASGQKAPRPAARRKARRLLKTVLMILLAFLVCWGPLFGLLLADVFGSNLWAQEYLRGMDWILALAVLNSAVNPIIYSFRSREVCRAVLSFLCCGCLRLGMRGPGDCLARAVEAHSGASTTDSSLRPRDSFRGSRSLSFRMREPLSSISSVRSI
BaF3 tox = parental Ba/F3 cell viability inhibition, counter-screen for JAK2V617F inhibitor project, murine pro-B, CellTiter-Glo luminescence; CellTiter-Glo ATP luminescence; inhibition, % at 5.6 µM; actives 1.1% (n = 220,000);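 active means inhibition above a per-campaign cutoff, the mean inhibition of all tested compounds plus 3 SD, cut at about 27% in these data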;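 further: 0% = DMSO wells and 100% = JAK Inhibitor I control wells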
S1P4 ag = S1P4 receptor agonists, primary screen, cell-based. activation, % at 4.98 µM. AID 1509, 2009. S1P4-expressing cell line, agonist reporter assay. actives 0.35% (n = 220,000). Sphingosine 1-phosphate receptor 4 (Homo sapiens), O95977; in the data active means activation above about 11%;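 further: 0% = DMSO vehicle and 100% = reference agonist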
* = called active by the depositor.

SMILES | TRPML3 ag | PERK inhibitor | zfTRPN1 agonist | EP2 modulator | Calpain2 inh | Ba/F3 V617F tox | S1P4 antagonist | BaF3 tox | S1P4 ag
CCOC(=O)C1CCN(S(=O)(=O)c2ccc(Br)c(OCC)c2)CC1 | 0.0 | 0.4 | -0.8 | -19 | 10 | -1 | -9 | 6 | 0.3
Cc1cc(-c2cccc([N+](=O)[O-])c2)nc2ccc3ccccc3c12 | 0.9 | 1.9 | 0.9 | 17 | -13 | -2 | -26 | 7 | 4.5
Cc1cc(C)n2nc(C(=O)NCc3ccco3)cc2n1 | 0.7 | 0.5 | -0.6 | -3 | -75 | -1 | -15 | 1 | 0.8
CCCn1c(SCC(N)=O)nnc1C(C)C | -0.4 | 1.2 | 0.2 | -14 | 2 | 0 | -26 | 1 | 0.6
CCCn1c(N2CCN(CC(=O)c3c(C)n(C)c4ccccc34)CC2)nc2c1c(=O)[nH]c(=O)n2C | -0.3 | -1.7 | -0.4 | -44 | -23 | 4 | 1 | 7 | 2.5
Cc1ccc(OCCOC(=O)c2nc3nccc(C)n3n2)cc1 | 1.0 | 1.4 | 0.9 | -3 | 10 | -6 | -12 | 1 | 0.8
Cc1cc2cc(C=O)c(Cl)nc2cc1C | 0.9 | 1.2 | 1.1 | 24 | 13 | -2 | -5 | 4 | -0.3
O=C(NCc1cccnc1)c1ccc(COc2ccccc2Br)o1 | -0.3 | -1.2 | 3.8 | -25 | 12 | 4 | -32 | 8 | 0.1
COc1ccc(/C(O)=C2\C(=O)C(=O)N(c3cc(C)on3)C2c2ccccc2OC)cc1C (stereo not given) | -0.4 | 0.3 | 0.4 | 11 | -31 | 2 | 1 | 5 | 0.1
Cc1ccc(C2NC(=O)NC(O)(C(F)(F)F)C2C(=O)c2cccs2)o1 (stereo not given) | 0.6 | 1.2 | -0.9 | 24 | 14 | -1 | -12 | 3 | 0.7
CCCN(Cc1nnc(-c2ccccc2Cl)o1)C(=O)c1cc([N+](=O)[O-])cc([N+](=O)[O-])c1 | -0.1 | 0.4 | 0.1 | -16 | -12 | 0 | -10 | 7 | 19*
O=C(Nc1nc(-c2ccc(Cl)cc2)cs1)c1cccnc1 | 1.1 | 0.4 | -0.3 | -15 | -17 | -3 | -3 | 1 | 0.1
CC(C)N1C(=O)C2C(C(=O)NC3CCCCC3)C3C=CC2(O3)C1C(=O)NC1CCCC1 (stereo not given) | 0.3 | -0.2 | 0.3 | 15 | -22 | -1 | -12 | 3 | 2.2
Nc1ccccc1NC1CCCCC1 | -0.1 | 1.5 | -2.6 | -19 | 25 | -3 | 8 | 2 | 3.3
CCSc1ccccc1C(=O)NCCc1ccccc1 | 0.4 | 0.3 | -1.4 | -19 | -3 | -3 | 3 | 4 | 0.1
Cn1nc(C(=O)Nc2nc3ccc(S(C)(=O)=O)cc3s2)ccc1=O | 0.3 | -0.4 | 0.0 | 5 | -3 | 1 | -9 | 5 | 2.3
CCCCC(=O)Nc1ncc([N+](=O)[O-])s1 | 1.6 | 0.0 | 3.8 | -1 | 21 | 2 | -3 | 4 | 2.0
Cc1ccc(NC(=O)N2CCN(S(=O)(=O)c3ccccc3)CC2)cc1 | 0.7 | 0.6 | 1.0 | -18 | 25 | 3 | -6 | 2 | 1.3
Cc1nn(Cc2cccc3ccccc23)c(C)c1NC(=O)c1cccnc1 | 0.0 | 0.5 | -0.1 | 7 | -4 | 1 | -15 | 6 | 2.5
CCOC(=O)c1sc(NC(=O)OC)c(C(=O)OC)c1C | 0.4 | 0.4 | -0.3 | 23 | -6 | 4 | 4 | 6 | 0.9
O=c1c([N+](=O)[O-])cccn1Cc1ccc(F)cc1Cl | -0.2 | 0.4 | -0.9 | -5 | 41 | 3 | -14 | 10 | 0.1
COCCNC(=S)NCCc1ccc(Cl)cc1Cl | -0.5 | 0.9 | -2.5 | -40 | 4 | -1 | -5 | 5 | -0.3
O=C(CCc1nnc(CCCCc2ccccc2)o1)N(CCO)Cc1ccccc1 | 0.2 | 0.7 | -0.4 | -20 | 11 | -4 | 0 | -1 | -1.0
Cc1ccc(N2C(=O)CC2(C#N)c2ccc(OCc3ccccc3)cc2)cc1 (stereo not given) | 1.3 | 0.2 | 2.8 | -26 | 24 | 1 | 6 | 5 | -1.1
Cc1nc(NCc2ccccc2)[nH]c(=O)c1CCC(C)C | -0.7 | 0.0 | -1.1 | 29 | -27 | 53* | -12 | -4 | -0.2
The list goes on:
SMILES | TRPML3 ag | PERK inhibitor | zfTRPN1 agonist | EP2 modulator | Calpain2 inh | Ba/F3 V617F tox | S1P4 antagonist | BaF3 tox | S1P4 ag
Cc1cc(NC(=O)c2c(F)cccc2Cl)n(-c2nc3ccccc3[nH]2)n1 | 0.8 | -0.2 | 0.6 | 37 | -7 | 1 | 1 | 9 | 0.5
CCn1nc(C)c(CN2CCCC(CO)(Cc3cccc(Cl)c3)C2)c1C (stereo not given) | 0.7 | -0.2 | 1.1 | -50 | -10 | -1 | 8 | -3 | -0.2
C/C(=N\NC(=O)Cc1c(C)[nH][nH]c1=O)c1ccc(Cl)c(Cl)c1 | 0.3 | 1.5 | 1.2 | -29 | 0 | -6 | 7 | 0 | 0.9
Cc1sc2nc(C3CC3)nc(SCC(=O)N3c4ccccc4CC3C)c2c1C (stereo not given) | 0.4 | 0.1 | 0.6 | 31 | -33 | 2 | 0 | 4 | -1.0
Cc1nc(SCC(=O)c2cccc([N+](=O)[O-])c2)n[nH]1 | -0.5 | 1.4 | 0.5 | -5 | -30 | -2 | 4 | -1 | -0.7
CCNC(=O)CSc1nc2ccccc2c(=O)n1OC | -0.2 | 0.2 | 0.3 | -3 | 7 | -4 | -15 | -1 | -1.9
Cc1ccc(/C=N/N2CCN(Cc3ccccc3)CC2)o1 | 0.2 | 1.6 | -1.0 | -25 | 1 | -1 | 8 | 2 | 2.6
CC[C@H](C)NC(=O)CCCCCn1c(=S)[nH]c2c([nH]c3ccc(OC)cc32)c1=O | -0.5 | 0.8 | 0.4 | -3 | -145 | 4 | -10 | 3 | 0.9
CCOC(=O)c1sc2nc(N3CCOCC3)c3c(c2c1N)CCN(Cc1ccccc1)C3 | 0.2 | -1.1 | 0.1 | 30 | -338 | -4 | -27 | 5 | -0.1
CSC1=NC(C(Cl)(Cl)Cl)N=C(c2ccccc2)N1 (stereo not given) | -1.3 | 1.2 | 0.4 | -25 | -26 | 4 | 0 | 13 | 2.5
COC(=O)c1c(NC(=O)c2cnccn2)sc2c1CCC2 | 0.6 | 1.2 | 0.1 | -2 | -18 | -2 | -10 | 3 | -2.3
C/C(=N\Nc1ccc([N+](=O)[O-])cc1)c1ccc(-n2nncc2C)cc1 | 1.1 | -0.4 | 0.1 | -34 | -13 | 3 | -9 | 4 | 0.0
C1=C(c2ccccc2)N2CCN=C2S1 | -0.1 | 0.3 | 0.7 | 3 | 17 | 1 | -10 | 4 | -0.4
O=C(NCc1ccccc1)C(c1ccco1)N(C(=O)c1ccccn1)c1ccc(F)cc1 (stereo not given) | 0.2 | 0.1 | 0.3 | -10 | -13 | -1 | -11 | 1 | 1.8
Cc1ccsc1/C=N/Nc1nc2ccccc2s1 | 0.9 | -0.5 | 0.2 | 4 | 2 | 1 | -28 | 5 | 0.4
COc1ccc(CNc2nc(S(=O)(=O)c3ccccc3)c(Cl)s2)cc1OC | 1.7 | -0.3 | 7.7 | -41 | 5 | 1 | -23 | 8 | 0.6
CCOC(=O)c1sc2nccc(N(C)C)c2c1N=CNOCc1ccccc1 | -0.1 | -2.2 | -1.4 | 74* | 25 | 1 | -15 | 5 | 3.1
Cc1nc(SCC(=O)NNC(=O)c2cccs2)[nH]c(=O)c1C | -0.1 | 0.5 | 0.8 | 19 | -36 | 1 | -15 | 10 | 1.3
Cc1ccc(/C=C/C(=O)O)cc1S(=O)(=O)N1CCc2ccccc2C1 | 0.6 | 0.5 | 1.2 | -6 | -19 | 3 | 4 | 1 | 3.6
C(=N\n1cnnc1)/c1ccc(OC2CSC2)cc1 | 0.5 | 0.7 | 0.1 | 16 | -10 | -3 | -1 | -2 | -2.3
O=C(NCCc1ccccc1)NC1CCCCC1 | -0.1 | 1.7 | 2.0 | 6 | 1 | -1 | 7 | 7 | 0.5
Cc1ccc(-c2cc(C(=O)Nc3nn[nH]n3)c3ccccc3n2)c(C)c1 | 0.2 | 2.9 | 1.7 | 4 | -56 | -1 | -2 | 1 | 0.4
Cc1nc2ccccc2n1CC(=O)N/N=C/c1cccs1 | 1.5 | 1.6 | 1.1 | 7 | 14 | 3 | -34 | 8 | 0.9
CSc1ccc(CN2CCN(Cc3ccccc3)C(CCO)C2)cc1 (stereo not given) | 1.2 | 1.3 | 0.8 | -29 | 10 | 4 | -4 | 7 | 0.0
CC1Cc2ccccc2N1C(=O)COc1nc2ccccc2nc1N1CCOCC1 (stereo not given) | 0.3 | -0.4 | 0.7 | -13 | -274 | 0 | -9 | 3 | 0.3
COc1cccc(OC)c1C(=O)N1CCOCC1 | -0.1 | 0.6 | 2.6 | 25 | 15 | 7 | -4 | 10 | -2.5
c1ccc(-c2nnc(OCC3CCCO3)c3ccccc23)cc1 (stereo not given) | 0.5 | -0.4 | -0.5 | 25 | -8 | -2 | -2 | 1 | 0.6

At a glance, part of the list above.
SMILES | TRPML3 ag | PERK inhibitor | zfTRPN1 agonist | EP2 modulator | Calpain2 inh | Ba/F3 V617F tox | S1P4 antagonist | BaF3 tox | S1P4 ag
CSC1=NC(C(Cl)(Cl)Cl)N=C(c2ccccc2)N1 (stereo not given) | -1.3 | 1.2 | 0.4 | -25 | -26 | 4 | 0 | 13 | 2.5
COC(=O)c1c(NC(=O)c2cnccn2)sc2c1CCC2 | 0.6 | 1.2 | 0.1 | -2 | -18 | -2 | -10 | 3 | -2.3
C/C(=N\Nc1ccc([N+](=O)[O-])cc1)c1ccc(-n2nncc2C)cc1 | 1.1 | -0.4 | 0.1 | -34 | -13 | 3 | -9 | 4 | 0.0
C1=C(c2ccccc2)N2CCN=C2S1 | -0.1 | 0.3 | 0.7 | 3 | 17 | 1 | -10 | 4 | -0.4
O=C(NCc1ccccc1)C(c1ccco1)N(C(=O)c1ccccn1)c1ccc(F)cc1 (stereo not given) | 0.2 | 0.1 | 0.3 | -10 | -13 | -1 | -11 | 1 | 1.8
Cc1ccsc1/C=N/Nc1nc2ccccc2s1 | 0.9 | -0.5 | 0.2 | 4 | 2 | 1 | -28 | 5 | 0.4
COc1ccc(CNc2nc(S(=O)(=O)c3ccccc3)c(Cl)s2)cc1OC | 1.7 | -0.3 | 7.7 | -41 | 5 | 1 | -23 | 8 | 0.6
CCOC(=O)c1sc2nccc(N(C)C)c2c1N=CNOCc1ccccc1 | -0.1 | -2.2 | -1.4 | 74* | 25 | 1 | -15 | 5 | 3.1
